p53 reactivator – qHTS assay for re-activators of p53 using a Luc reporter; AID 504706, 2011; H1299 p53-A138V BP100-luciferase reporter, luminescence, 24 h; 0.063% of 320,000 active; Potency, µM (top dose mostly 92.2 µM), inactives show at the top dose activity change, positive = activation, usual class: activators; note: % of control where 0% means no effect; nearly all actives have a fitted effect of over 45% in size
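p53-null H1299 cells stably carrying temperature-sensitive p53-A138V and a BP100-luciferase reporter were pinned with compounds (4-point, 1:5 series) and held 24 hrs at 37 deg C. Luminescence was read 10 min after detection reagent.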
Rab9 promoter act – qHTS Assay for Rab9 Promoter Activators; 2.8% of 320,000 active; Huh7 Rab9 promoter-luciferase reporter, luminescence, 24 h; AID 485297, 2010; Potency, µM (doses to about 9.22 µM), for inactives: at the top dose activation, negative = inhibition, hits mostly activators; note: % of control where 0% means no effect; nearly all actives have a fitted effect of over 60% in size
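Measured in stably transfected Huh7 cells bearing a Rab9 promoter–luciferase construct: 24 h compound treatment at 37 °C, followed by luminescence detection.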
BRCA1 expr up – qHTS Assay to Identify Small Molecule Activators of BRCA1 Expression; 1.1% of 380,000 active; MCF7-BRCA1-FFLuc reporter, luminescence, 48 h; response scale: scaled: vehicle 0%, 10 µM genistein 100%; AID 624202, 2012; Potency, µM (top dose mostly 46.1 µM), inactives show at the highest dose activation, actives largely listed as activators; note: nearly all actives have a fitted effect of over 80% in size; some results filed as inactive show a strong effect at the top dose
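MCF7-BRCA1-FFLuc cells, 2000/well in phenol-red-free MEM, attached 2 h then treated 48 h at 37 C. Luciferase luminescence read 15 min after reagent; normalized to genistein maximum activation (10microM) and DMSO, concentration-response fitted.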
FLuc modulator – qHTS profiling assay for firefly luciferase inhibitor/activator using purifed enzyme and Km concentrations of substrates (counterscreen for miR-21 project) | 6.9% of 360,000 active | Potency, µM (top dose mostly 57.5 µM), for the others: at the highest dose activity change, negative = inhibition, actives largely listed as inhibitors | Luciferin 4-monooxygenase (Photinus pyralis), P08659 | purified FLuc, Km substrates, luminescence inhibition | AID 588342, 2011;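 note: plate controls were vehicle for no effect and reference inhibitor for full effect; nearly all actives have a fitted effect of over 55% in size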
Target sequence (P08659 whole entry, looked up): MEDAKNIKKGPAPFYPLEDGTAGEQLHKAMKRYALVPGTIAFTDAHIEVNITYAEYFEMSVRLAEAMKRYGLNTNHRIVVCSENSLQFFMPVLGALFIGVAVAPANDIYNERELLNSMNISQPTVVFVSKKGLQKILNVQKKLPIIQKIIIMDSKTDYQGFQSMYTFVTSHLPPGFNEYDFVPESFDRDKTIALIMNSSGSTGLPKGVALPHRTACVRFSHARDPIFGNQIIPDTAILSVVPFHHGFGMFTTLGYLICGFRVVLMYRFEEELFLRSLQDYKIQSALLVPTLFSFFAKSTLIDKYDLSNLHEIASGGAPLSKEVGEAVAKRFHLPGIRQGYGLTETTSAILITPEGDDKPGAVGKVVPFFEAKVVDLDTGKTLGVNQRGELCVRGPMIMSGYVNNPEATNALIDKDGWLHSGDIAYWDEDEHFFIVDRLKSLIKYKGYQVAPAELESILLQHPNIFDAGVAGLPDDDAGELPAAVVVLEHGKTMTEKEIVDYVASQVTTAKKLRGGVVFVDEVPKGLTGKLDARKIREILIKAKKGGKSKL
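Purified P. pyralis luciferase (10nM final) with 10uM D-luciferin and 10uM ATP (Km levels) in 50mM Tris acetate pH 7.5, 10mM Mg acetate, 0.01% Tween-20, 0.05% BSA; qHTS 6-point titration, ~60 µM downward; luminescence read.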
RORg inh – qHTS for inhibitors of ROR gamma transcriptional activity. Nuclear receptor ROR-gamma (Mus musculus), P51450. Drosophila S2 Gal4-RORgamma UAS-luciferase reporter, 20 h. Potency, µM (highest dose often 53.6 µM), for inactives: at the highest dose activity change, negative = inhibition, most hits filed as inhibitors. 5.4% of 310,000 active. AID 2551, 2010; note: % is set by controls: 0 for no effect and ±100 for the full control effect; nearly all actives have a fitted effect of over 60% in size
Target sequence (P51450 whole entry, looked up, the tested form may be a part): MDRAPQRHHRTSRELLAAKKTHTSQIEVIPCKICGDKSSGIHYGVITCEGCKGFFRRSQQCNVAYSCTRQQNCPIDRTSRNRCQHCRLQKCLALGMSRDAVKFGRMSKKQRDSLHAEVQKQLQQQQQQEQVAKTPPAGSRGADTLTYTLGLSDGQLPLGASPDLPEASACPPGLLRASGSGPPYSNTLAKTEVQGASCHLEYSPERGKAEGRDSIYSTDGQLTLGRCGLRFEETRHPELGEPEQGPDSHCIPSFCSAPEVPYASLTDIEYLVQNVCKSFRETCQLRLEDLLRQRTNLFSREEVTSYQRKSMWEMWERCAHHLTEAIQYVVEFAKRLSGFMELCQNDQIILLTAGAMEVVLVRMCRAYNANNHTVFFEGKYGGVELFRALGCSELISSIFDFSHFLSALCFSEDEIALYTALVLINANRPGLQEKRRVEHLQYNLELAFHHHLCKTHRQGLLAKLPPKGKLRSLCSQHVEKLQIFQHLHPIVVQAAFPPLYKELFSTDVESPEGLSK
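Compounds are pin-transferred onto Drosophila Schneider cells expressing a copper-inducible Gal4–ROR gamma transactivation domain fusion. After 1 hr, copper sulfate is added to 700 uM final; luciferase is read 20 hr later.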
NPC1 prom act – qHTS Assay for NPC1 Promoter Activators; Huh7 NPC1 promoter luciferase reporter, 24 h; Potency, µM (doses to about 9.22 µM), inactives show at the top dose activation, actives largely listed as activators; 2.4% of 320,000 active;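 note: % of control where 0% means no effect; nearly all actives have a fitted effect of over 60% in size; reporter is driven by a mutant NPC1 promoter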
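In 1536-well qHTS, Huh7 cells harboring an NPC1 promoter–luciferase construct received compound for 24 h; activation was quantified by luminescence following luciferase reagent addition.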
MBNL1-CUG inh – qHTS Assay for Inhibitors of MBNL1-poly(CUG) RNA binding. Muscleblind-like protein 1 (Homo sapiens), Q9NR56. TR-FRET MBNL1-His/biotin-(CUG)12 binding, 665/545 ratio. Potency, µM (doses to about 57.5 µM), for inactives: top-dose activity change, negative = inhibition, actives largely listed as inhibitors. 0.036% of 280,000 active; active = well fitted inhibition curve with a large enough effect in the signal ratio, with a control signal flat, not every such curve was filed as active; inconclusive = small, poorly fitted or top-dose-only effect, or effect the other way, or a change in a side signal; inactive = no such curve, though single readings can be large or run the other way; the % refers to the signal ratio; note: % is set by controls: 0 for no effect and ±100 for the full control effect
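TR-FRET between His-tagged MBNL1 and biotin-(CUG)12 RNA, detected with Tb anti-His antibody (0.055 ng/ul) and streptavidin-XL665 (5 nM), 60 min at room temperature. Compounds titrated 92 nM to 58 uM; 665/545 nm ratio normalized to buffer and complex controls.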
VP16 counter – VP16 counterscreen qHTS for inhibitors of ROR gamma transcriptional activity; Drosophila S2 Gal4-VP16 UAS-luciferase, luminescence, 20 h; Potency, µM (highest dose often 53.6 µM), for inactives: at the highest dose activity, negative = inhibition, hits mostly inhibitors; 3.5% of 310,000 active;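 note: Gal4-VP16 expression switched on by copper sulfate through the metallothionein promoter; % is set by controls: 0 for no effect and ±100 for the full control effect; nearly all actives have a fitted effect of over 50% in size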
ELG1 genotoxic – qHTS screen for small molecules that induce genotoxicity in human embryonic kidney (HEK293T) cells expressing luciferase-tagged ELG1; HEK293T ELG1-luciferase reporter, luminescence, 16 h; Potency, µM (highest dose often 46 µM), without a hit: at the highest dose activity change, positive = activation, hits mostly activators; 1.3% of 330,000 active; AID 504466, 2011; note: % of control where 0% means no effect; nearly all actives have a fitted effect of over 60% in size
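Cells (2,000/well) expressing the ELG1-luciferase fusion are dosed by pin tool and kept 16 hr at 37 °C, 5% CO2. Signal comes from ONE-Glo luciferase reagent after 30 min at room temperature.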
uPA generation – qHTS for Inhibitors of Cell Surface uPA Generation. cell surface uPA generation assay, qHTS. Potency, µM (doses to about 38.3 µM), for the others: top-dose activity change, negative = inhibition, usual class: inhibitors. 0.31% of 330,000 active. AID 540303, 2011; active = well fitted inhibition curve with a large enough effect; inconclusive = small, poorly fitted or top-dose-only effect; inactive = no such curve, though single readings can be large or run the other way; tested in mouse RAW 264.7 cells; note: % is set by controls: 0 for no effect and ±100 for the full control effect; nearly all actives have a fitted effect of over 55% in size
* = called active by the depositor; ? = inconclusive; · = no result given; & = joins results of further samples; [ ] = dose if it differs, or a comment. Unless noted, calls come from the whole dose curve; as a rule, active = well fitted curve in the direction sought with a large enough effect; inconclusive = small, poorly fitted or top-dose-only effect, or another doubt; inactive = no such curve, though single readings can be large; an effect the other way counts as inactive or inconclusive. Potency is the fitted concentration of half-maximal effect.

SMILES	p53 reactivator	Rab9 promoter act	BRCA1 expr up	FLuc modulator	RORg inh	NPC1 prom act	MBNL1-CUG inh	VP16 counter	ELG1 genotoxic	uPA generation
O=C(O)C1CC(O)CN1S(=O)(=O)c1cccs1 (stereo not given)	-3%	3%	-5%	0%	5%	-3%	1%	19%	0%	2%
CCCCc1ccc(S(=O)(=O)NCCCN2CCCC2=O)cc1	·	-11%	-19%	3%	·	0%	-6%	·	-1%	-22%
COc1ccc(C(=O)COC(=O)c2ccc3c(c2)OCO3)c(OC)c1	10%	16%	37%	·	·	-3%	·	·	10%	5%
Nc1nnc(CC(=O)N/N=C/c2ccc(-c3ccccc3Cl)o2)s1	-7%	1%	30%	-8%	20%	3%	19%	-10%	1%	-26%
NS(=O)(=O)c1cc(C(=O)OCC(=O)N2CCc3ccccc3C2)ccc1Cl	4%	12%	0%	?	·	-1%	·	·	-4%	-3%
CS(=O)(=O)N1CCN(c2ncnc3c2cnn3-c2ccccc2)CC1	5%	10%	55%	-13%	28%	1%	-4%	-4%	1%	-2%
O=C(COC(=O)CN1C(=O)c2ccccc2C1=O)NC1CCCCC1	10%	-7%	-3%	0%	0%	1%	7%	-8%	-1%	-1%
CCOC(=O)[C@H]1[C@H]2COc3ccc(OC)cc3[C@H]2N2C(=O)CNC(=O)[C@@]12C	-9%	-15%	19%	5%	·	0%	·	·	-4%	-1%
CSc1cccc(NC(=O)c2cc(S(=O)(=O)N3CCCCC3)c[nH]2)c1	·	0%	-9%	0%	8%	-8%	30%	-3%	5%	2%
CC(C)CN(C(=O)CCc1ccccc1Cl)c1c(N)n(Cc2ccccc2)c(=O)[nH]c1=O	-5%	-4%	-21%	9%	·	-2%	·	·	1%	11%
Cc1onc(-c2ccccc2Cl)c1C(=O)OCC(=O)Nc1cccc(S(=O)(=O)N2CCOCC2)c1	-3%	-14%	0%	-3%	-19%	-5%	4%	?	-10%	2%
CCOCCCNC(=O)c1ccc(OC2CCN(C(C)=O)CC2)c(OC)c1	·	-2%	6%	3%	·	1%	6%	·	6%	-4%
Cc1cc(NC(=O)CSc2nnc(NCc3ccccc3)s2)no1	0%	-4%	33%	-6%	0%	-5%	-10%	1%	-1%	-12%
COc1ccc(-c2nc(C3CCCCC3)no2)cc1OC	22%	2µM*	?	15µM*	33%	?	1%	4%	?	7%
N#CCc1nn(-c2ccccc2)c(N)c1C#N	-2%	-7%	17%	1%	-23%	-1%	?	27%[0.365 µM]	-4%	1%
Cc1ccc(OCC(=O)NC(=S)Nc2cccc(NC(=O)c3ccccc3Cl)c2)cc1	-1%	-4%	4%	?	?	1%	17%	-24%	1%	0%
CCOC(=O)c1ccc(NC(=O)CCC2COc3ccccc3O2)cc1 (stereo not given)	5%	3%	-31%	-4%	33%	-1%	-5%	5%	6%	·
CCc1ccccc1NS(=O)(=O)c1cc(C)ccc1OC	-15%	-2%	1%	-3%[2.3 µM]	-22%	-1%	3%	?	-1%	-4%
Cn1cccc1C(=O)NC1CCCCC1	17%	24%	56%	-9%	·	16%	·	·	-1%	0%
C/C(=N\NC(=O)c1ccccc1N)c1ccc(NC(=O)Cc2ccccc2)cc1	?	29%	66%	?	7%	13%	0%	0%	?	2%
COc1ccc(C(=O)Nc2cc(C)on2)c(OC)c1	·	3.2µM*	?	11µM*	-32%	3.2µM*	-4%	-17%	?	-22%
Cc1ccc(C2=NC(=O)/C(=C/c3cc(O)c(O)c(Br)c3)S2)cc1	20%	-11%	-32%	8.5µM*	-28%	-8%	19%	-2%	-9%	-4%
CC(C)CC(=O)NC(=S)Nc1ccccc1F	·	·	2%	0%	10µM*	·	-2%	?	·	0%
COc1ccccc1N1CC(C(=O)Nc2ccc3c(c2)OCO3)CC1=O (stereo not given)	-6%	0%	20%	-1%	1%	0%	-3%	-5%	-3%	-2%
CC(=O)c1nc(N2C(=O)C3CC=C(C)CC3C2=O)sc1C (stereo not given)	26%	1%	1%	-9%	?	-2%	10%	·	0%	·

The final 3 records of the part before are carried over, then new ones follow:
SMILES	p53 reactivator	Rab9 promoter act	BRCA1 expr up	FLuc modulator	RORg inh	NPC1 prom act	MBNL1-CUG inh	VP16 counter	ELG1 genotoxic	uPA generation
CC(C)CC(=O)NC(=S)Nc1ccccc1F	·	·	2%	0%	10µM*	·	-2%	?	·	0%
COc1ccccc1N1CC(C(=O)Nc2ccc3c(c2)OCO3)CC1=O (stereo not given)	-6%	0%	20%	-1%	1%	0%	-3%	-5%	-3%	-2%
CC(=O)c1nc(N2C(=O)C3CC=C(C)CC3C2=O)sc1C (stereo not given)	26%	1%	1%	-9%	?	-2%	10%	·	0%	·
Cc1ccc(NC(=O)c2ccc(OCc3c(C)noc3C)cc2)cc1C	-6%	·	-37%	·	·	·	·	·	-8%	-7%
COc1ccc(N(C(=O)c2cccnc2)S(=O)(=O)c2ccc(OC)c(OC)c2)cc1	15%	1%	-2%	0%	12%	-2%	15%	-4%	-3%	-21%
CCCCC(c1nnnn1CC1CCCO1)N1CCN(c2ccccc2)CC1 (stereo not given)	-6%	3%	-4%	1%	1%	1%	-2%	0%	0%	19%
O=C(c1ccccc1F)N1CCCC(C(=O)N2CCN(c3ccccc3)CC2)C1 (stereo not given)	0%	-7%	13%	5%	11%	-4%	-7%	5%	-6%	9%
Cc1ccc(C(=O)Cn2ncsc2=N)cc1	13%	19%	91%	-16%	-32%	18%	6%	19%	?	·
Cc1nc(NC(=O)CCC(=O)O)sc1C(=O)N(C)C	-5%	1%	-40%	7%	-7%	0%	6%	-5%	2%	1%
C=CCNC(=O)Nc1ccc(Br)cc1Cl	1%	-4%	48%	-6%	7%	0%	-12%	-5%	-2%	-16%
C#CCOCCOCCOCCNc1nc(N2CCN(C(=O)[C@H]([C@@H](C)CC)n3cc([C@@H](N)CC(C)C)nn3)CC2)nc(N2CCN(C(=O)[C@H](Cc3cc4ccccc4[nH]3)n3cc([C@@H](N)C(C)CC)nn3)CC2)n1 (stereo not given in full)	0%	-7%	·	-1%	-4%	-5%	-4%	-2%	5%	·
CC(CCN1CCN(c2ccccc2)CC1)c1ccccc1 (stereo not given)	4%	4%	21%	3%	-4%	-3%	-5%	-13%	-2%	2%
Cc1ccc(C2CC(=O)C(C=NCCN3CCN(CC(=O)Nc4cc(C)cc(C)c4)CC3)=C(O)C2)cc1 (stereo not given)	3%	0%	47%	-2%	3%	-1%	1%	-4%	-5%	6%
CCOC(=O)N1CCN(C(=O)C(C)N(c2ccc(Oc3ccccc3)cc2)S(C)(=O)=O)CC1 (stereo not given)	-1%	-22%	-11%	9%	-9%[0.365 µM]	-7%	-1%	·	1%	-11%
O=C(Nc1ccccc1F)c1ccc(S(=O)(=O)N2CCCCCC2)cc1	10%	25%	42%	?	·	13%	·	·	-3%	7%
Nc1c(Cl)cc(Cl)cc1C(=O)OCC(=O)N1CCCC1=O	25%	2%	-6%	6%	·	-3%	·	·	1%	3%
CC(=O)c1ccc(OCC(=O)OC(C)C(=O)NC2CCCCC2)cc1 (stereo not given)	-3%	1%	7%	-1%	·	1%	·	·	1%	4%
Cc1cccc2c1-c1sc(C(=O)Nc3nccs3)cc1CO2	?	1.1µM*	?	2.4µM*	4.5µM*	2.5µM*	94%[activator]	5.6µM*	?	-2%
O=c1[nH]c(SCc2ccccc2)nc2ccsc12	11%	8%	?	17µM*	41%	6%	-20%	0%	16%	-3%
COc1c(Br)cc(Br)cc1/C=N/NC(=O)c1cccnc1	·	7%	-39%	-3%	?	0%	21%	?	-2%	?
CC1S/C(=C(\C#N)C(=O)NCc2ccco2)N(Cc2ccco2)C1=O (stereo not given)	5%	6%	-13%	0%	9%	0%	-4%	2%	1%	-10%
COC(=O)C1C(c2ccc(Br)cc2)Nc2nnc(C(F)(F)F)n2C1(C)O (stereo not given)	-6%	-4%	8%	-11%	-4%	-2%	-6%	-10%	-1%	-2%
Cc1ccc(C(=O)NCC(=O)OCc2c(F)cccc2Cl)cc1	11%	0%	9%	12µM*	·	2%	·	·	13%	0%
O=C(CNC(=O)c1ccccc1F)NNC(=O)c1ccccc1O	9%	-2%	-13%	-4%	·	1%	·	·	-3%	2%
COC(=O)[C@@]1(C)[C@H]2C(=O)N(C)C(=O)[C@H]2[C@H]2CN=C(SCc3ccc(Cl)cc3)N21	-1%	·	14%	·	·	·	·	·	-4%	10%
O=S(=O)(Cc1ccccc1)Nc1cccc(F)c1	·	3%	-1%	5%	1%	-3%	-8%	?	0%	-4%
Cc1ccc(-n2c(-c3ccco3)nc3c(cnn3-c3ccccc3C)c2=O)cc1	-3%	-4%	19%&-8%	-9%&1%	6%	-2%	11%	1%	-2%	5%
O=S(=O)(NCCc1ccncc1)c1ccc(Br)cc1	2%	1%	2%	1%	-13%	-1%	3%	-4%	-2%	0%

High-throughput results as filed in PubChem BioAssay.
